Compound activity (PubChem BioAssay)
SW480 rerep: A quantitative high throughput screen for small molecules that induce DNA re-replication in SW480 colon adenocarcinoma cells; SW480 DNA re-replication, Hoechst DNA content imaging, 48 h; Potency, µM (series often up to 46.1 µM), for the others: at the top dose re-replication activation, usual class: activators; actives 1.8% (n = 340,000); note: potency is the fitted concentration of half-maximal effect; % of control where 0% means no effect; nearly all actives have a fitted effect of over 55% in size
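Hoechst fluorescence of nuclei (405 nm excitation, 500-530 nm emission) measured by plate-scanning imager after 48 hr compound exposure at 37 C; re-replication scored as increased number of nuclei with elevated intensity.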
KB-3-1 tox: qHTS assay for MDR1-selective chemotherapeutics: Primary screen using the parental adenocarcinoma cell KB-3-1 | AID 1347075, 2019 | Potency, µM (top dose mostly 46.1 µM), for inactives: at the highest dose activity change, negative = cytotoxic, hits mostly cytotoxic | KB-3-1 viability, CellTiter-Glo ATP luminescence, 72 h | actives 1.4% (n = 400,000); note: potency is the fitted concentration of half-maximal effect; % is set by controls: 0 for no effect and ±100 for the full control effect; nearly all actives have a fitted effect of over 60% in size
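Parental KB-3-1 viability, qHTS format: 72 h compound exposure, 37 °C; CellTiter-Glo; media-only wells and DMSO plates as controls; concentration-effect fits on corrected data.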
HT1080NT lethal: qHTS for induction of synthetic lethality in tumor cells producing 2HG: qHTS for the HT-1080-NT fibrosarcoma cell line; Potency, µM (highest dose often 46.1 µM), inactives show at the top dose activity, negative = less viability, actives largely listed as cytotoxic; actives 1.6% (n = 360,000); AID 686970, 2013; HT-1080-NT fibrosarcoma viability, CellTiter-Glo ATP luminescence, 48 h;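 note: NT is the 2HG producing partner of a matched IDH1 knockdown line; potency is the fitted concentration of half-maximal effect; 0% = DMSO-treated cells and -100% = media-only wells without cells; nearly all actives have a fitted effect of over 55% in size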
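Luminescent CellTiter-Glo readout after 48 hours of compound exposure at 37 degrees C defined viability of HT-1080-NT cells. Activity was normalized to DMSO wells and cell-free media wells; concentration-response curves were fitted and assigned curve classes.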
KB-V1 cytotox: qHTS assay for MDR1-selective chemotherapeutics: Primary screen using the drug-selected MDR subline cells KB-V1 | AID 1347076, 2019 | Potency, µM (titrated, usually from 46.1 µM), for the others: top-dose activity change, negative = cytotoxicity, usual class: cytotoxic | KB-V1 MDR cells viability, CellTiter-Glo, 72 h | actives 3.4% (n = 400,000); note: potency is the fitted concentration of half-maximal effect; % is set by controls: 0 for no effect and ±100 for the full control effect; nearly all actives have a fitted effect of over 60% in size
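KB-V1 MDR subline cells in DMEM (phenol-red free, 10% FBS) exposed to compounds in qHTS concentration series for 72 h at 37 degrees C. Viability read by CellTiter-Glo luminescence; concentration-effect curves fitted after normalization and correction.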
GLP-1R agonist: qHTS of GLP-1 Receptor Agonists; Glucagon-like peptide 1 receptor (Homo sapiens), P43220; HEK293 GLP-1R CRE-luciferase, luminescence, 4-6 h; cells express a hypersensitive GLP-1R form; Potency, µM (titrated, usually from 45.6 µM), without a hit: at the highest dose activation, hits mostly activators; actives 0.007% (n = 380,000); AID 624172, 2012; note: potency is the fitted concentration of half-maximal effect; % of control where 0% means no effect
Target sequence (P43220 whole entry, looked up): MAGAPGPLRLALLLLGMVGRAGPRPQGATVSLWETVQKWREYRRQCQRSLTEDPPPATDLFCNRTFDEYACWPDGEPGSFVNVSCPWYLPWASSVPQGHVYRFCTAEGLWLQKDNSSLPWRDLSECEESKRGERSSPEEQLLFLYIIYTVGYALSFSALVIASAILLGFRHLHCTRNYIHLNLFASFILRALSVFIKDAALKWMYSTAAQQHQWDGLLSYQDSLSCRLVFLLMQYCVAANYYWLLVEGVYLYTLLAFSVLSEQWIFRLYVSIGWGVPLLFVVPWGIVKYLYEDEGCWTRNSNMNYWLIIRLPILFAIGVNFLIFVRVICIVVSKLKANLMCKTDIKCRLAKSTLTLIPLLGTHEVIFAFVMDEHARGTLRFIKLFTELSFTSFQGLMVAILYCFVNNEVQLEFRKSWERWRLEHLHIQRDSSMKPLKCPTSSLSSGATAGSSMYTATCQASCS
DRD3 agonist: qHTS of D3 Dopamine Receptor Agonist: qHTS; D(3) dopamine receptor (Homo sapiens), P35462; D3R DiscoveRx beta-arrestin cells, luminescence, 90 min; max activation, %; actives 0.58% (n = 410,000); AID 652048, 2013; in the data active = max activation above about 30%; note: 0% is about no effect; mostly tested at two doses, the higher about 12 µM
Target sequence (P35462 whole entry, looked up): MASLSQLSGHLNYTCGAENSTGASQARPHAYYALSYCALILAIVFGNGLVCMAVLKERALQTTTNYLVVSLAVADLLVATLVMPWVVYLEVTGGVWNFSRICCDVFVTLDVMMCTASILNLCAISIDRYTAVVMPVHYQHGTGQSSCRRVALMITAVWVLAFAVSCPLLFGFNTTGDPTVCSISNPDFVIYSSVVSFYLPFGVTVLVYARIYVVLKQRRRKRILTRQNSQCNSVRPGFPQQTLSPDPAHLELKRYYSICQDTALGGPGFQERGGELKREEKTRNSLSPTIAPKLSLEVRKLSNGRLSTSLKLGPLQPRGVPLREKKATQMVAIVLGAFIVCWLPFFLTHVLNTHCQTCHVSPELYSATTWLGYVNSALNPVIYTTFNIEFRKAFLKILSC
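Agonist mode: compounds and dopamine controls were applied to plated cells for 90 min at 37 degrees C after an overnight attachment at 1500 cells/well. Luminescent read-out followed 30 - 60 minutes at room temperature with DiscoveRx detection reagent.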
HT1080 IDH1KD tx: qHTS for induction of synthetic lethality in tumor cells producing 2HG: qHTS for the HT-1080-IDH1KD cell line; actives 2% (n = 360,000); Potency, µM (series often up to 46.1 µM), without a hit: top-dose activity, negative = toxicity, most hits filed as cytotoxic; HT-1080 IDH1 knockdown viability, ATP luminescence, 48 h;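 note: potency is the fitted concentration of half-maximal effect; 0% = DMSO wells and -100% = cell-free medium wells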
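Luminescent ATP read-out (CellTiter-Glo, 10 min at room temperature) after 48 h compound exposure at 37 °C gave viability of IDH1-knockdown HT-1080 cells. Activity was normalised to DMSO and cell-free wells, then fitted as concentration-response curves.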
D3 antag: qHTS of D3 Dopamine Receptor Antagonist: qHTS | D(3) dopamine receptor (Homo sapiens), P35462 | D3R cells, DiscoveRx beta-arrestin luminescence, antagonist mode; stronger effect = lower value | max response, negative = inhibition, % | actives 2.5% (n = 360,000); in the data active = max response below about -50%; inconclusive = no clear call, values can overlap the other calls; note: % is set by controls: 0 for no effect and ±100 for the full control effect; mostly tested at two doses, the higher about 12 µM
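Cells plated overnight at 1500 cells/well, then exposed to library compounds with dopamine controls for 90 minutes at 37 degrees C. DiscoveRx reagent added for 30–60 minutes at room temperature; luminescence read, quantitative HTS format.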
IL-1B inflam inh: qHTS for Inhibitors of Inflammasome Signaling: IL-1-beta AlphaLISA Primary Screen; THP-1 LPS/ATP IL-1B secretion, AlphaLISA, 16 h; stronger effect = lower value; activity change, % at 57.5 µM; actives 4.7% (n = 360,000); AID 743279, 2014; in the data active = activity change below about -50%; inconclusive = mostly about -30% to -49%; note: % is set by controls: 0 for no effect and ±100 for the full control effect
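THP-1 cells pretreated 1 hr with compounds (up to 57.5 uM final), then stimulated with LPS (250 ng/mL final) plus ATP (1.25 mM final); secreted IL-1B measured by AlphaLISA after 16 hr, decreased signal indicating inhibition.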
Numbers without * were called inactive; i = inactive; ? = inconclusive; / = no result given; [ ] = remark or other dose. Unless noted, calls come from the whole dose curve; as a rule, active = well fitted curve in the direction sought with a large enough effect; inconclusive = small, poorly fitted or top-dose-only effect, or another doubt; inactive = no such curve, though single readings can be large; an effect the other way counts as inactive or inconclusive.

SMILES	HT1080NT lethal	GLP-1R agonist	D3 antag	HT1080 IDH1KD tx	DRD3 agonist	IL-1B inflam inh	KB-3-1 tox	SW480 rerep	KB-V1 cytotox
COc1ccc(OCc2cc(C(=O)N3CCOCC3)no2)c(Cl)c1	11%	2%	5	20%	10	-11	1%	-7%	19%
Cc1ccc(SCC(=O)N(C)C2CCS(=O)(=O)C2)cc1 (configuration not stated)	3%	0%	14	7%	1	-19	-14%	-10%	0%
C=CCn1c(SCC(=O)N2CC(=O)Nc3ccccc32)nc2scc(-c3cccs3)c2c1=O	-17%	-2%	2	-6%	-10	-22	-10%	-1%	?
COc1ccc(C(CNC(=O)CCNC(=O)c2ccccc2Cl)N2CCCC2)cc1 (configuration not stated)	12%	-5%	-9	2%	-11	-4	-1%	?	7%
COc1ccc(C2C(C(=O)c3cccs3)=C(O)C(=O)N2CCN2CCOCC2)c(OC)c1 (configuration not stated)	-3%	-4%	-25	0%	-13	-5	1%	-4%	4%
CC(=O)NC1=NN(C(C)=O)C(c2cccc([N+](=O)[O-])c2)S1 (configuration not stated)	-9%	-5%	-1	-3%	-2	32	9%	-18%	8%
Cc1cc(C(=O)NC2CCCN(Cc3ccc(Cl)cc3)C2)no1 (configuration not stated)	-14%	-2%	-8	-5%	-5	-1	2%	0%	-3%
COc1ccc(OCCOc2ccc(N(C)S(=O)(=O)c3ccccc3)cc2)cc1	-2%	-1%	-11	0%	3	-25	0%	3%	-26%
COc1ccc(C(=O)/C=C/N2CCCCC2)cc1OC	?	21%	-20	?	-2	-6	-1%	-1%	-9%
CN1C(=O)N(C)C2(c3ccccc3)Nn3c(s/c(=C/c4ccco4)c3=O)=NC12c1ccccc1 (configuration not stated)	3%	-13%	9	-2%	-6	9	-5%	2%	3%
CCC(C)N=CC1=C(O)C(C(=O)OC)C(C)(C)CC1=O (configuration not stated)	9%	-5%	0	24%	5	6	7%	-3%	-1%
C=CCNS(=O)(=O)c1cccc2cc(C(=O)O)c(O)cc12	0%	0%	-15	-1%	1	13	-19%	-3%	0%
COc1ccc(C(=O)COC(=O)c2sc(C)nc2C)cc1OC	6%	16%	28	0%	2	-11	4%	-1%	6%
O=C1N=c2ccccc2=C1c1c(O)[nH]c2c(C(F)(F)F)cccc12	5%	3%	-1	11%	2	-1	-6%	-7%	15%
COc1ccc(C2=NN(CN3C(=O)C(=O)c4ccccc43)C(c3ccc(OC)cc3)C2)cc1 (configuration not stated)	3%	-3%	-20	1%	-8	-20	-5%	5.8µM*	14%
CC1CCN(S(=O)C23CC4CC(CC(C4)C2)C3)CC1 (configuration not stated)	-2%	10%	-14	-5%	-5	15	-5%	?	2%
Cc1ccc2ncnc(Oc3ncccc3[N+](=O)[O-])c2c1	-5%	-3%	11	-6%	-9	0	-5%	-16%	-18%
Cc1ccc(-n2cc(CN3CCNC(=O)CC3)c(-c3cccc(C)c3)n2)cc1	-20%	22%	0	?	-17	-100*	14%	-8%	3%
CCNC(=S)NNC(=O)c1csc(C)c1	-3%	0%	-18	1%	-8	0	4%	-10%	2%
Cc1c(C(=O)Nc2ccc(Cl)cc2)c2ccccn2c1C(=O)c1ccccc1	4%	-4%	10	3%	3	17	?	?	?
O=C(COc1cc(O)c2c(=O)cc(-c3ccccc3)oc2c1)c1ccc(F)cc1	9%	-5%	12	9%	13	18	10%	1%	-12%
Cc1cccc(-n2c(C)nc3cc(C(=O)NCCN4CCOCC4)ccc32)c1	0%	10%	13	2%	-5	-16	13%	/	8%
C[C@H]1CN([C@@H](C)CO)C(=O)CCCn2cc(nn2)CO[C@@H]1CN(C)S(=O)(=O)c1ccc(-c2ccccc2)cc1	2%	8%	-3	3%	1	0	12%	/	13%
Cc1ccc2c(=O)n3c(nc2c1)C(CC(C)C)NC(=O)c1cccnc1-3 (configuration not stated)	-2%	2%	-11	-2%	-10	-12	22%	/	-1%
O=C1CCc2cc(S(=O)(=O)N3CCN(C(=O)c4ccco4)CC3)ccc2N1	0%	3%	13	0%	0	1	6%	-4%	13%
COc1ccccc1C(=O)NC(=O)COC(=O)c1ccc([N+](=O)[O-])cc1	0%	-2%	-11	-1%	-8	10	-4%	-2%	22%
CCCCc1cc(=O)oc2cc(C)cc(OCC(=O)NCc3ccncc3)c12	-3%	1%	-6	-7%	-13	?	-1%	4%	-19%
O=C(N/N=C/c1ccco1)c1cc(-c2ccccc2)nc2ccccc12	-24%	6%	-14	-24%	-16	30	-8%	-10%	?
Cn1c(=O)c2c(nc(SCCCC#N)n2Cc2ccccc2F)n(C)c1=O	1%	-5%	?	-5%	-7	10	0%	-6%	1%
CC1CCN(C(=O)CNC(=O)c2ccc(Br)o2)CC1	-1%	-9%	-26	-1%	6	8	6%	?	0%
Cc1ccc(-c2nnc(Nc3ccc(OCC(N)=O)cc3)c3ccccc23)cc1S(N)(=O)=O	12%	9%	-5	6%	-14	48	-3%	-3%	3%
COc1ccc(OCC(=O)Nc2c3c(nn2-c2ccccc2)CS(=O)(=O)C3)cc1	-1%	1%	-19	0%	-7	i	-7%	-9%	-15%
CC(C)(C)OC(=O)C[C@@H]1C/C=C\C[C@H](CC(=O)N[C@H](CO)Cc2ccccc2)C(=O)N[C@H](Cc2ccccc2)COC1=O	2%	-1%	-11	-5%	-2	12	3%	1%	7%
CCN1CCCC1CNC(=O)CCc1nc(-c2ccc(C)cc2)no1 (configuration not stated)	-12%	15%	-21	-13%	-6	-4	0%	0%	0%
CCOC(=O)c1cccc(NC(=O)c2ccc(N(C)C)cc2)c1	-7%	6%	-24	1%	-2	0	-9%	2%	?
O=C(CCN1C(=O)[C@@H]2Cc3ccccc3CN2C1=O)N[C@@H](Cc1ccccc1)C(=O)O	12%	-1%	19	6%	20	8	0%	3%	14%
CCOc1ccc2nc(NC(=O)Nc3ccccc3)sc2c1	-3%	-8%	14	-22%	0	-6	12%	-2%	12%
COc1ccccc1CNC(=O)c1cc(C(=O)CC(C)C)c[nH]1	2%	10%	-3	0%	-2	-14	1%	-9%	-22%
COCCC(=O)N1CCC(Oc2ccc(C(=O)NCCCC3CCCC3)cc2)CC1	0%	0%	8	-13%	4	9	/	-1%	/
Cn1nc(-c2ccccc2)c(-c2nc(-c3cccc(C(F)(F)F)c3)no2)c1Cl	10%	-8%	-1	-1%	0	0	22%	-1%	-1%
COc1ccc(OCC(=O)Nc2cc3oc4ccccc4c3cc2OC)cc1	20%	0%	1	27%	2	11	?	0%	-1%
CCOC(=O)c1cccc(S(=O)(=O)N(CCO)Cc2cc3cc(OC)ccc3[nH]c2=O)c1	-12%	22%	5	-13%	-3	0	-16%	2%	?
Cn1c(=S)c2[nH]c(SCCN)nc2n(C)c1=O	-15%	-3%	-7	-6%	3	23	-2%	-1%	-11%
CCCCN(C(=O)/C=C/c1ccc(OCC(C)C)c(OCC)c1)c1c(N)n(CCC)c(=O)[nH]c1=O	24%	3%	-10	24%	2	-26	10%	-4%	?
CC(Oc1ccc(Cl)cc1Cl)c1ccnc2nc(N3CCOCC3)nn12 (configuration not stated)	-17%	27%	11	-18%	6	-52*	-11%	-4%	?
Cn1c(=O)oc2cc(S(=O)(=O)NCc3ccncc3)ccc21	-3%	2%	-10	-16%	-3	75	-9%	-3%	-14%
COCCNC(=O)C(OC(=O)CC1Sc2ccccc2NC1=O)c1ccccc1 (configuration not stated)	10%	17%	?	0%[9.24 µM]	-30	24	15%	-5%	?
Cc1ccc(Nc2nc(=O)c3cccnc3s2)c(Br)c1	-24%	1%	7	?	-4	30	?	-1%	-17%
COCC(=O)N1C[C@@H](C)[C@@H](OC)CN(C)C(=O)c2ccc(NC(=O)c3cnccn3)cc2OC[C@H]1C	-2%	/	10	10%	0	-7	17%	/	-7%

Three compounds from above, sorted by count of non-hydrogen atoms, ascending:
SMILES	HT1080NT lethal	GLP-1R agonist	D3 antag	HT1080 IDH1KD tx	DRD3 agonist	IL-1B inflam inh	KB-3-1 tox	SW480 rerep	KB-V1 cytotox
Cc1ccc(Nc2nc(=O)c3cccnc3s2)c(Br)c1	-24%	1%	7	?	-4	30	?	-1%	-17%
COCCNC(=O)C(OC(=O)CC1Sc2ccccc2NC1=O)c1ccccc1 (configuration not stated)	10%	17%	?	0%[9.24 µM]	-30	24	15%	-5%	?
COCC(=O)N1C[C@@H](C)[C@@H](OC)CN(C)C(=O)c2ccc(NC(=O)c3cnccn3)cc2OC[C@H]1C	-2%	/	10	10%	0	-7	17%	/	-7%
